M. tuberculosis HTS – M. tuberculosis growth inhibition, HTS (AID 449762). inhibition, % at 25 µM; hits with a dose series show IC50 in µM. 330,000 tested, 0.59% active. M. tuberculosis H37Rv growth inhibition, 7H9 media; higher % means a stronger effect; in the data active = a potency from the dose series; inconclusive = inhibition above about 70% without an active follow-up result;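 note: bacterial growth assessed after seven days of incubation; strong numbers were not always called active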
VEEV TC-83 Vero – inhibitors of VEEV TC-83 cytopathic effect, confirmation, Vero cells (AID 588727); Vero cells, VEEV TC-83 cytopathic effect inhibition; higher % means a stronger effect; one-dose inhibition, % at 20 µM; IC50 in µM for titrated hits; 350,000 tested, 0.13% active; in the data active = a potency from the dose series; inconclusive = inhibition mostly from about 14% at the one dose, without a potency; inactive = the rest, 99 in 100 with inhibition below about 12%; note: strong numbers were not always called active
M. tuberculosis – growth inhibition of non-replicating M. tuberculosis (AID 488890); 320,000 tested, 0.39% active; inhibition, % at 25 µM; hits with a dose series show IC50 in µM; Mycobacterium tuberculosis non-replicating, growth inhibition; higher % means a stronger effect; in the data active = a potency from the dose series; inconclusive = inhibition mostly from about 82% at the one dose, without a potency; inactive = the rest, 99 in 100 with inhibition below about 76%;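 note: plate controls were DMSO cells for no effect and high antibiotic wells for full effect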
influenza NS1A – H1N1 influenza NS1A inhibitors, functional cell based assay (AID 504329) | NS1A functional cell-based assay, percent inhibition; higher % means a stronger effect | inhibition, % at 12.5 µM, or IC50 in µM where a hit was titrated | 340,000 tested, 0.3% active; in the data active = a potency from the dose series; inconclusive = inhibition above about 27% without an active follow-up result; note: strong numbers were not always called active
Salmonella PhoP GFP – Inhibition of PhoP regulon, Salmonella typhi GFP reporter cells, confirmation, 4 h (AID 1850). Salmonella Typhi PhoP-promoter GFP reporter, fluorescence, 4 h; higher % means a stronger effect. inhibition, % at 50 µM; hits with a dose series show IC50 in µM. 310,000 tested, 0.33% active; in the data active = a potency from the dose series; inconclusive = inhibition mostly from about 25% at the one dose, without a potency; inactive = the rest, 99 in 100 with inhibition below about 19%;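 note: 0% = induced wells with vehicle and 100% = uninduced wells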
VEEV TC-83 Vero 10K pilot screen – further read-out of VEEV TC-83 Vero, marked with its call; inhibition, %; measured here: 10K pilot screen inhibition
Numbers without * were called inactive; i = inactive; ? = inconclusive; · = not tested or not shown.

SMILES	M. tuberculosis HTS	VEEV TC-83 Vero	M. tuberculosis	influenza NS1A	Salmonella PhoP GFP	others
CN(C)c1cccc(O)c1	32%	1.4%	12%	-1%	·
Cc1nc(/C=C/c2ccccc2)cc(/C=C/c2ccccc2)n1	2%	1.9%	11%	-4%	-3%
CCOc1ccc(CCNC(=O)COC(=O)C2CC2)cc1OCC	38%	0.6%	-3%	-4%	4%
O=S(=O)(NCc1cn2ccsc2n1)c1cccs1	0%	2.8%	-26%	-21%	6%
COc1ccc2c(c1)CCc1sc(NC(=O)c3ccco3)nc1-2	3%	6.5%	19%	-23%	·
CCOc1ccc(N2CSC3=C(C#N)C(c4ccco4)CC(=O)N3C2)cc1 (stereo not given)	?	2.5%	62%	32%	-21%
CCCn1c(COc2ccccc2OC)nc2ccccc21	-1%	i	12%	-3%	5%
O=C(CN1CCCCCC1)OCCN=C1NS(=O)(=O)c2ccccc21	-4%	1.7%	-5%	0%	0%	VEEV TC-83 Vero 10K pilot screen=1.1
COc1ccc(OC)c2c1C(=O)C(Cl)=C(Cl)C2=O	3%	i	?	25%	1%
O=C(NN=C1CCCCCCCCCCC1)c1ccccc1F	?	0.2%	58%	-3%	-2%
COCc1[nH]nc2c1C(c1ccccc1F)C(C#N)=C(N)O2 (stereo not given)	1%	5.0%	2%	13%	-6%	VEEV TC-83 Vero 10K pilot screen=2.0
COc1ccc(/C=N/NC(=O)c2cnccn2)c(OC)c1OC	2%	0.7%	-5%	4%	-5%
Cc1ncc(CO)c(/C=N/NC(=O)c2cc3c(s2)CCCC3)c1O	5%	11%	14%	12µM*	17%
O=C(CN(Cc1cccs1)S(=O)(=O)c1ccc(S(=O)(=O)N2CCCCC2)cc1)Nc1ccccc1	-2%	0.1%	1%	-3%	-3%
Cc1sc2c(c1C)CN(C(C)(C)C)CN2C(=O)c1ccccc1	-9%	2.0%	10%	-2%	-4%
CCCCCC(=O)Nc1cc(S(=O)(=O)N2CCCCC2)ccc1N1CCCCC1	·	6.5%	·	0%	·
CC(C)CNc1ncnc2c1cnn2Cc1ccccc1Cl	9%	13%	7%	-5%	-1%
CN1CCc2c(sc3c2c(NCc2ccco2)nc2nnnn23)C1	-5%	6.5%	21%	13%	19%
CCOC(=O)c1cnc(-c2ccccc2)nc1N	1%	1.1%	6%	3%	0%
Cc1cc(C)nc(NS(=O)(=O)c2ccc(N3C(=O)C4CC=C(Cl)CC4C3=O)cc2)n1 (stereo not given)	-2%	2.9%	8%	-10%	30%
Cc1nc(N)c(Cc2ccccc2F)c(N)n1	-7%	0.6%	-13%	-4%	8%
CC(C)[C@H](NS(=O)(=O)c1ccccc1)C(=O)OCC(=O)Nc1ccccc1Sc1ccccc1	4%	0.2%	4%	1%	9%
CCOc1ccc(OCCC(=O)OCC(=O)Nc2ccc(Cl)cn2)cc1	?	2.6%	55%	-14%	-1%
Cc1ccsc1C1C(C#N)=C(N)OC2=C1C(=O)CC(C)C2 (stereo not given)	6%	2.2%	-6%	2%	-10%
Cc1c(C)c2ccc(OCC(=O)N(C)C3CCS(=O)(=O)C3)c(C)c2oc1=O (stereo not given)	-6%	1.1%	-4%	7%	-4%
The list goes on.
SMILES	M. tuberculosis HTS	VEEV TC-83 Vero	M. tuberculosis	influenza NS1A	Salmonella PhoP GFP	others
CCc1ccc(C2CC(c3ccc(Cl)cc3)n3nc(N)nc3N2)cc1 (stereo not given)	-10%	0.8%	58%	-2%	3%
N[C@@H](Cc1ccccc1)c1nnc2sc(SCc3ccccc3)nn12	-7%	0.3%	11%	8%	-4%	VEEV TC-83 Vero 10K pilot screen=0.3
CC(=O)N/C(=C\c1ccccc1)C(=O)OCc1cccc(S(=O)(=O)N(C)C)c1	11%	i	13%	-6%	-10%
CCC(CC)C1C(C#N)=C(N)SC(N)=C1C#N	-7%	5.8%	?	5%	-6%
O=C(CCc1ccc(S(=O)(=O)N2CCOCC2)cc1)NN=C1CCCCCCC1	-1%	0.3%	1%	-1%	18%
OC(Cn1cncn1)(Cn1cncn1)c1ccc(F)cc1F	-12%	0.8%	1%	5%	-8%
CC(NC(=O)C1CCCC1)c1ccc2c(c1)OCCO2 (stereo not given)	5%	0.2%	-2%	-10%	1%
COc1ccc(OC)c(CN2CCN(C(=O)c3ccc(NS(=O)(=O)c4cccc([N+](=O)[O-])c4)cc3)CC2)c1	4%	7.6%	12%	0%	13%
Cc1ccc(C)c(S(=O)(=O)NC(C)C(=O)NCc2ccccn2)c1 (stereo not given)	8%	7.0%	-1%	18%	5%
Cc1nc(NC(=O)c2ccccc2)sc1-c1csc(Nc2ccc(Cl)cc2Cl)n1	6%	·	1%	·	3%
CCc1ccc2c(c1)C1(NN=C(c3cccc4ccccc34)S1)C(=O)N2 (stereo not given)	6%	6.6%	-3%	12%	-7%
Cc1nn(CC(=O)Nc2ccc(S(=O)(=O)N(C)C)cc2)c(C)c1[N+](=O)[O-]	-6%	0.2%	7%	-6%	-4%
Cc1ccc(CSCCNC(=O)CN(c2ccc(F)cc2)S(C)(=O)=O)cc1	1%	1.4%	16%	-7%	2%
O=C(Nc1ccc(C(=O)N2CCOCC2)cc1)C1CC1	·	i	·	-12%	·
COC(=O)c1ccc2[nH]c(C)cc(=O)c2c1	-3%	2.9%	1%	5%	2%
Cc1ccc(O)c(NC(=O)c2ccc3c(c2)C(=O)N(CC(C)C)C3=O)c1	1%	1.9%	-11%	-1%	2%
Cc1cc(NC(=O)Nc2cc(F)ccc2F)no1	3%	1.0%	10%	20%	-2%
COc1ccc(N2CCN(C(=O)COC(=O)/C=C/c3ccc(OC(F)F)cc3)CC2)cc1	34%	i	9%	10%	-5%
CC1CCCC(C2(O)C(=O)Nc3ccccc32)C1=O (stereo not given)	-4%	0.9%	-4%	-2%	6%
COc1ccc(C(C(=O)NC2CCCCC2)N(C(=O)CCCC(=O)Nc2ccccn2)c2ccc3c(c2)OCCO3)cc1 (stereo not given)	0%	0.2%	-4%	5%	-8%
Oc1ccc(Br)cc1-c1cc(-c2ccccc2Cl)[nH]n1	6%	2.3%	-17%	4%	16%
COc1ccc2c(Cl)c(C(=O)NC3CCS(=O)(=O)C3)sc2c1 (stereo not given)	-2%	3.3%	15%	4%	-7%
Cc1ccc(CNC(=O)Cn2cccc2C(=O)c2ccccc2C)cc1	-1%	1.4%	5%	-3%	-2%
C/C=C/C=C/C(=O)N1CC2(CC(c3cccc(NC(=O)CCCCC)c3)=NO2)C[C@H]1C(N)=O (stereo not given in full)	-2%	0.6%	-7%	-6%	7%
CC(C)CCNC(=O)C1CCC(=O)N1CCc1ccccc1 (stereo not given)	-6%	0.8%	4%	-6%	1%
The results go on:
SMILES	M. tuberculosis HTS	VEEV TC-83 Vero	M. tuberculosis	influenza NS1A	Salmonella PhoP GFP	others
O=C(/C(=C(\O)c1ccccc1)c1ncc[nH]1)c1ccccc1	-3%	1.8%	-5%	-4%	-10%
COc1ccc2c(c1OC)OCC2C (stereo not given)	·	i	·	-7%	·
CCOC(=O)c1c(-c2ccccc2)csc1NC(=O)CSc1nc(C)cc(C)n1	13%	12%	?	-2%	-4%
O=C(O)C1CCN(S(=O)(=O)N2CCOCC2)CC1	0%	1.6%	-5%	18%	-4%
COc1ccc(C(C(=O)NC2CCCCC2)N(Cc2cccs2)C(=O)Cc2c[nH]c3ccccc23)cc1OC (stereo not given)	6%	8.9%	5%	-9%	4%
O=S(=O)(c1ccc(Cl)cc1)N1CCN(CCc2ccccc2)CC1	-3%	2.3%	11%	11%	-6%
COCCOC(=O)C1=C(C)NC(=O)NC1c1ccc(Cl)cc1 (stereo not given)	1%	i	-3%	0%	-13%
O=C(NCCN1CCOCC1)C1CCN(c2nc3ccccc3o2)CC1	·	0.3%	·	17%	7%
C=CCn1c(=O)c2ccccc2n2c(Sc3nnnn3-c3ccccc3)nnc12	-3%	0.3%	-5%	-1%	6%
NC(=S)N/N=C/c1ccc2cccc(OCc3ccccc3)c2n1	?	7.1%	?	5%	14%
O=C1CN(C(=O)CSc2nc3cc(Cl)ccc3c(=O)n2Cc2ccccc2)c2ccccc2N1	14%	7.8%	49%	-15%	-7%
O=C(CSc1ccccn1)N1CCc2ccccc21	-4%	0.7%	14%	-1%	11%
Cn1c2ccccc2c2cc(/C=N/NC(=O)c3ccc(N)cc3)ccc21	20%	12%	15%	0%	2%
CC(C)COC(=O)Nc1nnc(Cc2ccccc2)s1	-4%	3.9%	23%	-2%	-12%
Cc1cccc(C(=O)N2CCCC(Nc3ccc(F)c(F)c3)C2)n1 (stereo not given)	3%	i	8%	7%	-1%
CCOc1ccccc1N1CCN(C(=O)CN2C(=O)NC3(CCCC3)C2=O)CC1	4%	0.1%	5%	11%	8%
COc1ccccc1NC(=S)N(Cc1cccnc1)Cc1ccccc1Cl	5%	8.3%	20%	3%	-5%
Cn1c(-c2ccc(F)cc2)cnc1NCc1ccc(C#N)cc1	5%	0.6%	16%	-21%	0%
CCN(C(=O)C(=O)c1c[nH]c2ccccc12)c1ccccc1	9%	i	-10%	3%	-3%

16 entries already listed, ordered by molecular weight, ascending.
SMILES	M. tuberculosis HTS	VEEV TC-83 Vero	M. tuberculosis	influenza NS1A	Salmonella PhoP GFP	others
CC1CCCC(C2(O)C(=O)Nc3ccccc32)C1=O (stereo not given)	-4%	0.9%	-4%	-2%	6%
O=C(/C(=C(\O)c1ccccc1)c1ncc[nH]1)c1ccccc1	-3%	1.8%	-5%	-4%	-10%
CCCn1c(COc2ccccc2OC)nc2ccccc21	-1%	i	12%	-3%	5%
Cc1nc(/C=C/c2ccccc2)cc(/C=C/c2ccccc2)n1	2%	1.9%	11%	-4%	-3%
O=S(=O)(NCc1cn2ccsc2n1)c1cccs1	0%	2.8%	-26%	-21%	6%
CC(C)CNc1ncnc2c1cnn2Cc1ccccc1Cl	9%	13%	7%	-5%	-1%
Cc1cccc(C(=O)N2CCCC(Nc3ccc(F)c(F)c3)C2)n1 (stereo not given)	3%	i	8%	7%	-1%
Cn1c2ccccc2c2cc(/C=N/NC(=O)c3ccc(N)cc3)ccc21	20%	12%	15%	0%	2%
CCc1ccc2c(c1)C1(NN=C(c3cccc4ccccc34)S1)C(=O)N2 (stereo not given)	6%	6.6%	-3%	12%	-7%
CCOc1ccc(OCCC(=O)OCC(=O)Nc2ccc(Cl)cn2)cc1	?	2.6%	55%	-14%	-1%
CCOc1ccc(N2CSC3=C(C#N)C(c4ccco4)CC(=O)N3C2)cc1 (stereo not given)	?	2.5%	62%	32%	-21%
Cc1c(C)c2ccc(OCC(=O)N(C)C3CCS(=O)(=O)C3)c(C)c2oc1=O (stereo not given)	-6%	1.1%	-4%	7%	-4%
CCOc1ccccc1N1CCN(C(=O)CN2C(=O)NC3(CCCC3)C2=O)CC1	4%	0.1%	5%	11%	8%
C=CCn1c(=O)c2ccccc2n2c(Sc3nnnn3-c3ccccc3)nnc12	-3%	0.3%	-5%	-1%	6%
CCOC(=O)c1c(-c2ccccc2)csc1NC(=O)CSc1nc(C)cc(C)n1	13%	12%	?	-2%	-4%
COc1ccc(OC)c(CN2CCN(C(=O)c3ccc(NS(=O)(=O)c4cccc([N+](=O)[O-])c4)cc3)CC2)c1	4%	7.6%	12%	0%	13%
